Lipid storage S3 – qHTS Assay for Lipid Storage Modulators in Drosophila S3 Cells; Drosophila S3 cells, BODIPY lipid droplet fluorescence, 18-24 h; cells fed with added oleic acid; lipid storage change, negative = inhibition, % at the top dose, mostly 46.1 µM; hits show Potency in µM; 320,000 compounds, 0.64% hits; AID 2685; active means well fitted inhibition curve with a large enough effect in the signal ratio, with a control signal flat, not every such curve was filed as active; inconclusive means small, poorly fitted or top-dose-only effect, or effect the other way, or a change in a side signal; the % refers to the signal ratio
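Laser-scanning cytometry quantifies lipid droplet accumulation (500–530 nm total intensity; droplet/cell object ratio) in oleic acid-fed (400 uM added) Drosophila S3 cells treated with a concentration series. 20 uM Triacsin C defined 100% inhibition.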
Lipid storage S3 cell count max – further read-out of Lipid storage S3, marked with its call; cell number change, %; measured here: cell count max response;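 cells counted by Cell Tracker Red CMTPX staining in the red channel; peak over a dose series mostly up to 46.1 µM; percent activity relative to internal control wells on each plate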
* hit, by the source's call; i = inactive; ? = inconclusive; . = no result given. On the % scale 0 is the no-effect control and ±100 the full control effect; potency means the concentration at half of the fitted maximal effect. Some of the compounds tested (hit frequency here may not be typical).

Lipid storage S3 | Lipid storage S3 cell count max | Structure
-22% | -27 | Clc1cccc(C[n+]2cc(-c3ccccc3)n3c2CCC3)c1
? | . | O=S(=O)(NC1CC1)c1ccc(S(=O)(=O)N2CCc3ccccc32)cc1
13% | -5 | CCOn1c(=O)c(-c2cccc([N+](=O)[O-])c2)[n+]([O-])c2ccccc21
-6% | -7 | Cc1ccc(S(=O)(=O)N2CCCCC2)cc1NC(=O)COC(=O)CNC(=O)c1cc(Cl)cc([N+](=O)[O-])c1
-6% | -18 | Clc1ccc(CSc2ncnc3nc[nH]c23)cc1
i | -5 | Cc1ccc(NS(=O)(=O)c2ccc(CCC(=O)NCc3cccnc3)cc2)cc1
? | . | Cc1ccc(OC(=O)CCc2c(C)nc3ncnn3c2C)cc1
? | . | CCCNc1nc(C)c(C(C)=O)cc1C#N
? | . | O=C(CSc1ccc(-c2ccccc2)nn1)Nc1ccc2c(c1)OCCO2
i | . | CC1(C)CC(=O)C2=C(C1)N=C1SCCC(=O)N1C2c1cccc([N+](=O)[O-])c1 (stereo unspecified)
16% | 0 | N#Cc1cc2c(nc1Cl)CCC2
11% | 3 | CC1CC(N(C(=O)c2ccccc2Cl)c2ccccc2)c2ccccc2N1 (stereo unspecified)
-18% | 12 | CC(C)C1(C(C)C)OC(=O)c2ccccc21
-8% | 7 | Cc1cccc(NS(=O)(=O)Cc2ccccc2)c1C
-16% | -5 | O=C(CCCSc1nc2ccccc2[nH]1)NC(c1ccccc1)c1ccccc1

Record cards, from the list above. Order of values: Lipid storage S3 | Lipid storage S3 cell count max
Entry for CC(C)C1(C(C)C)OC(=O)c2ccccc21 → -18% | 12
Entry for CC1CC(N(C(=O)c2ccccc2Cl)c2ccccc2)c2ccccc2N1 (stereo unspecified) → 11% | 3

Next part:
Lipid storage S3 | Lipid storage S3 cell count max | Structure
? | . | c1ccc2c(c1)nc1n2CCS1
i | 14 | O=S(=O)(NC1CCCc2ccccc21)c1cnc[nH]1 (stereo unspecified)
? | . | COc1ccc(OC)c(NS(=O)(=O)c2ccc(NC(=O)C3COc4ccccc4O3)cc2)c1 (stereo unspecified)
? | . | COCCNC(=O)CC(NS(=O)(=O)c1ccc(C)cc1)c1ccco1 (stereo unspecified)
? | . | C=C(C)Cn1c(=O)c2c(nc3n2CCCN3CCc2ccccc2)n(C)c1=O
? | . | CCC(C)(C)NC(=O)C(c1cccnc1)N(CCOC)C(=O)Cn1nnc2ccccc21 (stereo unspecified)
? | . | O=S(=O)(c1ccc2c(c1)OCCO2)N1CCC(n2cnc3cc(F)ccc32)CC1
? | . | O=C(NC1CC1)c1cc2cc3ccccc3nc2s1
-8% | -12 | O=C1CCN(Cc2ccccc2)S(=O)(=O)c2ccccc21
-7% | -16 | O=C(CNC(=O)Cc1ccccc1)N=Nc1c(O)n(Cc2ccc3c(c2)OCO3)c2ccccc12
14% | 11 | CCN1CCN(c2cc(C)c3cc(NC(=S)NCCCN4CCc5ccccc5C4)ccc3n2)CC1
-15% | 22 | O=C(CSCc1ccc(F)cc1)NCc1ccc2c(c1)OCO2
? | . | COc1cc(C(=O)N2CCN(S(=O)(=O)c3cccs3)CC2)cc(OC)c1C
? | . | CCOC(=O)c1cnc(-n2cc(C)cn2)nc1Nc1ccccc1OCC
? | . | O=C1c2ccccc2C(=O)N1OCCOCCOCCON1C(=O)c2ccccc2C1=O
? | . | CCOC(=O)N1[C@@H]2C=C(C)[C@@H]2[C@@H]2[C@@H](C)C(=O)N21
-1% | 14 | Cc1occc1C(=O)Nc1nnc(-c2cccs2)s1
13% | 11 | COc1ccc(NC(=O)NCCc2cccc(Cl)c2)cc1OC
? | . | O=C1CCN(S(=O)(=O)c2ccc(Cl)cc2)CC1
? | . | COc1ccc(NC2=CC(=O)CC(C)(C)C2)cc1
? | . | Cc1onc(C(=O)N2CCN(Cc3ccccc3)CC2)c1[N+](=O)[O-]
? | . | NC(=O)C1CCN(C(=O)CCc2ccsc2)CC1
-14% | -17 | CCOC(=O)C(Cc1ccccc1)C(=O)Nc1ccc(N(CC)CC)cc1 (stereo unspecified)
? | . | COc1ccc(N2CCN(C(=O)c3cc(=O)c4cc(C)c(C)cc4o3)CC2)cc1
? | . | COc1ccc(/C=N\NC(=O)c2sc(N)nc2C)cc1OC
8% | 25 | O=C1CN(c2ccccc2)C(=S)N1c1ccccc1
? | . | CCCOC(=O)Nc1sc2c(c1C(=O)OCC)CCC2
? | . | CC(OC(=O)CCc1nc(=O)c2ccccc2n1C)C(=O)NCc1ccc2c(c1)OCO2 (stereo unspecified)
-6% | 1 | CCOC(=O)C1=C(C)NC(=S)NC1c1ccsc1 (stereo unspecified)
? | . | NNC(=O)c1ccc(CSc2cccc3cccnc23)cc1
? | . | CC1=CC(c2ccc(Cl)cc2)n2nc(NS(=O)(=O)c3ccc(C)cc3)nc2N1 (stereo unspecified)
? | . | N#Cc1c(-c2ccco2)cc(-c2ccc(F)cc2)nc1N
3% | 0 | Cc1ccc(NC(=O)Cn2c(=O)oc3ccccc32)cc1Cl
-10% | 15 | CCOCCCn1c(SCC(=O)Nc2ccc(OC)cc2)nc2ccccc2c1=O
3% | 0 | Clc1ccc(NCc2cccnc2)c(Cl)c1
i | -8 | O=C(COc1ccc2c3c(c(=O)oc2c1)CCC3)NCc1cccnc1
6% | -2 | O=C(N/N=C/c1ccc(-c2ccccc2C(=O)O)o1)c1cccs1
21µM* | -20* | CCN(CC)S(=O)(=O)c1ccc(N2CCOCC2)c(NS(=O)(=O)c2ccc(OC)cc2)c1
-6% | -8 | O=S(=O)(NCc1ccccn1)c1ccc2c(c1)OCCO2
? | . | COc1ccc(-c2cc(C(F)F)n3ncc(C(=O)NCC4CCCO4)c3n2)cc1 (stereo unspecified)
? | . | CCCCn1c(N)c(Sc2ccc([N+](=O)[O-])cc2)c(=O)[nH]c1=O
i | 9 | Oc1ccccc1CNCCCN1CCOCC1
i | . | O=C(Cc1cccs1)Nc1cccc(C(=O)Nc2ccco2)c1
? | . | CCCn1c(N2CCOCC2)nc2c1c(=O)[nH]c(=O)n2C
? | . | O=C(Nc1ccc(C(=O)NCc2ccccc2Cl)cc1)C1=CSCCO1
i | . | CN(C)S(=O)(=O)c1ccc(NC(=O)N2CCN(c3ccccc3Cl)CC2)cc1
? | . | CC(C)C[C@H]1C(=O)N2CCC[C@H]2[C@]2(O)O[C@](NC(=O)[C@@H]3C=C4c5cccc6[nH]c(Br)c(c56)CC4N(C)C3)(C(C)C)C(=O)N12 (stereo partly specified)
? | . | COc1ccc(OC)c(CNS(=O)(=O)c2c(C)nc3scc(C)n3c2=O)c1
i | . | COc1cccc(CN2CC(C(=O)NCC3CCOCC3)CCC2=O)c1 (stereo unspecified)
11% | 0 | COc1ccc(OC)c(C2N(c3ccccn3)C(=O)C3CCCN32)c1 (stereo unspecified)
? | . | COc1cc(NC2c3ccccc3C(=O)N2c2cc(C)ccn2)cc(OC)c1OC (stereo unspecified)
i | . | CCCNS(=O)(=O)c1cc2c3c(c1)CCN3C(=O)CC2
? | . | CCC/C=C(\CCC)C(NS(=O)(=O)c1ccc(C(F)(F)F)cc1)c1ccccc1 (stereo unspecified)
? | . | CCc1c(C)sc(NC(=O)/C=C/C(=O)O)c1C(N)=O
? | . | FC(F)(F)c1cc(-c2cccs2)nc(N2CCOCC2)n1
5% | 1 | O=C(CSc1oc(-c2ccc(F)cc2)nc1S(=O)(=O)c1ccc(F)cc1)NCC1CCCO1 (stereo unspecified)
13% | 15 | CSCC(=O)Nc1cc(C)on1
-14% | -3 | Cc1ccc(CSc2nnc(-c3cccnc3)n2N)cc1
? | . | O=C(CN1C(=O)NC2(CCCCCCC2)C1=O)N1CCOCC1
13% | 7 | COc1ccc(NS(=O)(=O)c2ccc(NC(=O)C(C)(C(F)(F)F)C(F)(F)F)cc2)nn1

Following part
Lipid storage S3 | Lipid storage S3 cell count max | Structure
i | -10 | CCOC(=O)C1CCCN(C(=O)CN2C(=O)C(CC)Oc3ccc(C)cc32)C1 (stereo unspecified)
? | . | C/C(=N\NC(=O)c1nnn(-c2nonc2N)c1C)c1ccc(-c2ccccc2)cc1
? | . | COc1cc(CN2CCN(C(=O)CC(C)C)CC2)cc(OC)c1OC
16% | 9 | CN(Cc1ccccc1)CC(O)COc1ccc(CNCc2ccc(Cl)s2)cc1 (stereo unspecified)
-15% | -4 | CCOC(=O)NC1CCS(=O)(=O)C1 (stereo unspecified)
? | . | O=C(Nc1nc2ccccc2[nH]1)c1ccccc1
2% | 13 | CC1(C)O[C@H]2CC(=O)OC[C@]23[C@H]2CC[C@@]4(C)[C@H](c5ccoc5)OC(=O)[C@H]5O[C@]54[C@]2(C)[C@@H](O)C[C@@H]13
13% | 21 | COc1ccc(C2=NOC(Cn3nc(C(=O)NCc4ccccc4OC)cc3-c3ccccc3)C2)cc1 (stereo unspecified)
? | . | Cc1ccc(S(=O)(=O)N/N=C/c2cn(C)nc2C)cc1
? | . | CCn1c(C)nc2cc(C(=O)NNC(=S)Nc3ccc(Cl)cc3Cl)ccc21
? | . | CC(OC(=O)CCCc1c[nH]c2ccccc12)C(=O)Nc1ccc(S(N)(=O)=O)cc1 (stereo unspecified)
? | . | NS(=O)(=O)c1cc2c(cc1Cl)NC(Cc1ccccc1)NS2(=O)=O (stereo unspecified)
5% | -3 | CCCCCC(=O)Nc1ccc(Cl)cn1
? | . | CC(C)Oc1ccc(C(=O)/C=C2/C(=O)Nc3ccccc32)cc1
? | . | CCOc1cc(NC(=S)NCCCN2CCOCC2)c(OCC)cc1NC(=O)c1ccc(OC)cc1
? | . | C[C@H](NC(=O)c1ccccc1Cl)C(=O)NCCc1ccc(S(N)(=O)=O)cc1
34% | 0 | CCC(C)(C)C1CCc2[nH]nc(C(=O)NCC3CC3)c2C1 (stereo unspecified)
? | . | Cc1cc([N+](=O)[O-])nn1Cc1ccc(F)cc1
? | . | O=C(NCc1ccco1)c1ccc(CS(=O)(=O)Cc2ccc(Cl)cc2)o1
? | . | O=C(C1=C(O)C(=O)N(CCc2ccccc2)C1c1ccncc1)c1cc2ccccc2o1 (stereo unspecified)
12% | -2 | Cn1cnnc1Sc1ccc(C(=O)NCCC(c2ccccc2)c2ccccc2)cc1[N+](=O)[O-]
? | . | O=C(Cc1ccc2c(c1)CCCC2)Nc1ccc2ccccc2c1
3% | 1 | CCCN(Cc1cc2cc(C)ccc2[nH]c1=O)C(=O)c1cccc([N+](=O)[O-])c1
? | . | CN(CC(=O)Nc1c(Cl)cccc1Cl)C(=O)C1CC(=O)N(Cc2ccccc2)C1 (stereo unspecified)
13% | 2 | CCOC(=O)C1CCCN(CCC(C)c2ccccc2)C1 (stereo unspecified)
3% | 10 | CCn1nnnc1SCC(=O)N1CCCc2ccccc21
? | . | COc1ccccc1C(=O)NCC1CCN(c2ccc(S(=O)(=O)N3CCOCC3)cc2)CC1
i | -6 | CCOc1ccccc1CN1CCNC(=O)C1CC(=O)N(C)C1CCOCC1 (stereo unspecified)
? | . | O=C(NCc1ccccc1F)C1CCN(S(=O)(=O)c2ccccc2)CC1
i | . | COc1ccc(Br)cc1CNC(=O)CCc1nc(-c2ccc(C)cc2)no1
? | . | COc1cc(OC)cc(C(=O)N2CCN(c3ccccn3)CC2)c1
? | . | O=C1c2ccccc2-c2onc3ccc(N4CCCC4)c1c23
14% | 15 | CCn1nnnc1SCC(=O)Nc1ccc2c(c1)OCO2
-1% | 8 | C=CCn1c[n+](CC(=O)c2ccc(Br)s2)c2ccccc21
? | . | CCc1ccc(CNC(=O)c2ccc(NC(=O)C3=CSCCO3)cc2)cc1
? | . | COC(=O)c1cc(-c2ccc(Br)cc2)c2c(=O)[nH]c(=O)n(C)c2n1
34% | -21 | CCCN(C(=O)CCSc1ccc(F)cc1)c1c(N)n(Cc2ccccc2)c(=O)[nH]c1=O
-12% | -15 | CCOC(=O)N1CCN(C(=O)CNC(=O)C23CC4CC(CC(C4)C2)C3)CC1
? | . | Cc1cc(NC(=O)C2CCCC2)nc2c1c(=O)oc1ccccc12
? | . | COc1ccc(NC(=O)/C(C#N)=C/c2c(C)nn(-c3ccc(F)cc3)c2Cl)cc1OC
0% | -19 | CC(C)(C)c1ccc(-c2noc(CCC(N)=O)n2)cc1

A second format for some results above:
Order of results: Lipid storage S3 | Lipid storage S3 cell count max
COc1ccccc1C(=O)NCC1CCN(c2ccc(S(=O)(=O)N3CCOCC3)cc2)CC1
  ? | .
CCOc1ccccc1CN1CCNC(=O)C1CC(=O)N(C)C1CCOCC1 (stereo unspecified)
  i | -6
O=C(NCc1ccccc1F)C1CCN(S(=O)(=O)c2ccccc2)CC1
  ? | .
COc1ccc(Br)cc1CNC(=O)CCc1nc(-c2ccc(C)cc2)no1
  i | .
COc1cc(OC)cc(C(=O)N2CCN(c3ccccn3)CC2)c1
  ? | .
O=C1c2ccccc2-c2onc3ccc(N4CCCC4)c1c23
  ? | .
CCn1nnnc1SCC(=O)Nc1ccc2c(c1)OCO2
  14% | 15
C=CCn1c[n+](CC(=O)c2ccc(Br)s2)c2ccccc21
  -1% | 8
CCc1ccc(CNC(=O)c2ccc(NC(=O)C3=CSCCO3)cc2)cc1
  ? | .
COC(=O)c1cc(-c2ccc(Br)cc2)c2c(=O)[nH]c(=O)n(C)c2n1
  ? | .
CCCN(C(=O)CCSc1ccc(F)cc1)c1c(N)n(Cc2ccccc2)c(=O)[nH]c1=O
  34% | -21
CCOC(=O)N1CCN(C(=O)CNC(=O)C23CC4CC(CC(C4)C2)C3)CC1
  -12% | -15
Cc1cc(NC(=O)C2CCCC2)nc2c1c(=O)oc1ccccc12
  ? | .
COc1ccc(NC(=O)/C(C#N)=C/c2c(C)nn(-c3ccc(F)cc3)c2Cl)cc1OC
  ? | .
CC(C)(C)c1ccc(-c2noc(CCC(N)=O)n2)cc1
  0% | -19

Screening results (PubChem)
